Screening data from PubChem.
USP2a block: USP2a (human) protease inhibition | USP2 core, Ub-CHOP2 coupled fluorogenic reporter, 485/531 | hit rate 0.01% among 330,000 | Potency, µM (series often up to 38.3 µM), for inactives: at the highest dose activity change, negative = inhibition, most hits filed as inhibitors | O75604;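 also: potency is read from the fitted curve at half-maximal effect; plate controls were DMSO wells for no effect and full inhibition by NEM control for full effect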
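Cell-free coupled assay: 10nM USP2 core preincubated 30min RT with compound in Tris-HCl pH 8.0/CaCl2/CHAPS buffer, then 25nM Ub-CHOP2 and 25nM reporter substrate; fluorescence (Ex 485/Em 531) read after 60min RT, normalized to NEM inhibition, concentration-response curves fitted.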
ASM inhibitor: blocks human secretory acid sphingomyelinase | P17405 | placental ASM, HMU-PC fluorogenic substrate, 60 min | Potency, µM (doses to about 57.5 µM), inactives show at the top dose activity change, negative = inhibition, hits mostly inhibitors | hit rate 0.006% among 340,000 | AID 504937; also: potency is read from the fitted curve at half-maximal effect
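Fluorogenic HMU-PC substrate (9 uM final) is turned over by placental ASM in 60 min at 37 C after a 10 min compound preincubation. Reaction ended by alkaline stop (pH 10), with fluorescence read at 386/447 nm.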
BRCA1 expr act: increases BRCA1 expression | MCF7-BRCA1-FFLuc reporter, luminescence, 48 h; response scale: scaled: vehicle 0%, 10 µM genistein 100% | Potency, µM (titrated, usually from 46.1 µM), inactives show at the highest dose activation, actives largely listed as activators | hit rate 1.1% among 380,000 | AID 624202; also: potency is read from the fitted curve at half-maximal effect; nearly all actives have a fitted effect of over 80% in size; some results filed as inactive show a strong effect at the top dose
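Reporter cells (MCF7, BRCA1 promoter-firefly luciferase) received library compounds across a concentration series for 48 h. End-point luminescence was measured and concentration-effect curves derived after normalization.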
TSG101-PTAP inh: blocks PTAP/TSG101 interaction to inhibit HIV-1 budding; Q99816; Fluorescence polarization, FITC-PTAP peptide / Tsg101 binding; Potency, µM (highest dose often 115 µM), for inactives: top-dose activity change, negative = inhibition, hits mostly inhibitors; 340,000 tested, under 10 active; active = well fitted inhibition curve with a large enough effect in the main read-out, with a control signal flat, not every such curve was filed as active; inconclusive = small, poorly fitted or top-dose-only effect, or effect the other way, or a change in a side signal; inactive = no such curve, though single readings can be large or run the other way; also: potency is read from the fitted curve at half-maximal effect; % of control where 0% means no effect
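Steps: Tsg101 binding domain dispensed (10 uM final), compounds pinned in DMSO, FITC-labeled PTAP-motif peptide added (50 nM final); after 20 min binding at room temperature, polarization measured.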
Eya2 phos inh: inhibitors of human Eya2 phosphatase activity. hit rate 0.006% among 330,000. AID 488837. recombinant Eya2, OMFP fluorescence dephosphorylation (OMFP is methylfluorescein phosphate). O00167. Potency, µM (titrated, usually from 76.9 µM), for the others: top-dose activity, negative = inhibition, hits mostly inhibitors; also: potency is read from the fitted curve at half-maximal effect; % is scaled to controls: 0 for no effect and ±100 for the full control effect
Target sequence (O00167 whole entry, looked up): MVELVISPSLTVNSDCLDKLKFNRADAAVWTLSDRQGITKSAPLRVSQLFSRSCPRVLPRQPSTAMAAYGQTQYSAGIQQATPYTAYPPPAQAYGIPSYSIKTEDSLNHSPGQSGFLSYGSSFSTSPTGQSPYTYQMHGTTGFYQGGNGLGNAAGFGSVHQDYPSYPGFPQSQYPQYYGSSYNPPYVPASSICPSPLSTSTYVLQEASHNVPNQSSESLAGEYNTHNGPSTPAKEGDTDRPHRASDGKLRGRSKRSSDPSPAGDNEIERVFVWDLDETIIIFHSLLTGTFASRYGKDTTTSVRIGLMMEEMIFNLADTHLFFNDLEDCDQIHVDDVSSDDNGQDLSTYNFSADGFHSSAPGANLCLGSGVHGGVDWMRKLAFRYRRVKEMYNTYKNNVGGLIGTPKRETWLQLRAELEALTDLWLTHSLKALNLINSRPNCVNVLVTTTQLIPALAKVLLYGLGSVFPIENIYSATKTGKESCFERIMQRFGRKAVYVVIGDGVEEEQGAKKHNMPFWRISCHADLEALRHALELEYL
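Eya2 protein (added as 0.2 uM solution) was preincubated with compound for 10 min at ambient temperature in 50 mM HEPES pH 7.5, 50 mM NaCl, 5 uM MgCl2, 0.05% BSA, 1 mM DTT. OMFP (added at 50 uM) then reacted 10 min; fluorescence read at 485/525 nm.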
a7 integrin act: activators of alpha7 integrin expression for muscular dystrophy | alpha7betagal myoblasts, beta-gal FDG fluorescence, 48 h | Potency, µM (top dose mostly 38.3 µM), for the others: at the highest dose activation, actives largely listed as activators | hit rate 0.064% among 350,000;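 also: potency is read from the fitted curve at half-maximal effect; 100% = response of the positive control SU9516; nearly all actives have a fitted effect of over 60% in size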
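alpha7betagal+/- myoblasts (passage 13, 250/well) treated 48 h at 37C with compounds at 1:260 dilution of DMSO stock. Lysed, then beta-galactosidase activity read as FDG fluorescence (ex 480/em 540) after 30 min, with pre-read for autofluorescence.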
TRPV1 agonist: agonists of human vanilloid receptor 1 (TRPV1); TRPV1-expressing cells, Fluo-8 calcium influx, agonist mode; Q8NER1; hit rate 0.19% among 320,000; activation, % at 8.33 µM; AID 540275; in the data active = activation above about 80%; inconclusive = between about 30% and that limit; also: 0% is about no effect
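TRPV1-expressing cells were cultured overnight at 35.5C and loaded with Fluo-8 calcium dye for 40 to 90 min at room temperature. After a 10 s baseline, compound was added and calcium influx was read kinetically for 3 min (ex 480/em 520 nm).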
B2AR arrestin: beta2AR (human) beta-arrestin recruitment activity | P07550 | beta-arrestin recruitment to beta2AR, cell-based reporter | Potency, µM (doses to about 46.1 µM), inactives show at the top dose activation, most hits filed as activators | hit rate 0.02% among 330,000;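 also: potency is read from the fitted curve at half-maximal effect; 0% = DMSO controls and full agonism = EC100 isoproterenol or metaproterenol; nearly all actives have a fitted effect of over 65% in size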
Target sequence (P07550 whole entry, looked up): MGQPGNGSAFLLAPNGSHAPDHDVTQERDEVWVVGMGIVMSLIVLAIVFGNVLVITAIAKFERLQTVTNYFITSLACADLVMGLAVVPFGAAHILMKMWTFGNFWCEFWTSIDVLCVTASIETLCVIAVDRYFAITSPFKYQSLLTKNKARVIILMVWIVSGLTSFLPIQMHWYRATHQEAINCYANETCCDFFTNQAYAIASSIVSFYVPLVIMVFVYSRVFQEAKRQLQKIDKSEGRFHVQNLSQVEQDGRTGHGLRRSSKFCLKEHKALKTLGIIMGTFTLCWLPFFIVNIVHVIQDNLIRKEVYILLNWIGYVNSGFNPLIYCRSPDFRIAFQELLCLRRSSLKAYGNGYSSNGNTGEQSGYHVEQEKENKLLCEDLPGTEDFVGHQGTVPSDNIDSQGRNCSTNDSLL
uPA surface inh: blocks generation of uPA at the cell surface | hit rate 0.31% among 330,000 | AID 540303 | cell surface uPA generation assay, qHTS | Potency, µM (titrated, usually from 38.3 µM), for inactives: at the highest dose activity change, negative = inhibition, usual class: inhibitors; active = well fitted inhibition curve with a large enough effect; inconclusive = small, poorly fitted or top-dose-only effect; inactive = no such curve, though single readings can be large or run the other way; tested in mouse RAW 264.7 cells; also: potency is read from the fitted curve at half-maximal effect; % is scaled to controls: 0 for no effect and ±100 for the full control effect; nearly all actives have a fitted effect of over 55% in size
p53 reactivation: re-activators of mutant p53; H1299 p53-A138V BP100-luciferase reporter, luminescence, 24 h; Potency, µM (highest dose often 92.2 µM), inactives show at the top dose activity change, positive = activation, actives largely listed as activators; hit rate 0.063% among 320,000; AID 504706; also: potency is read from the fitted curve at half-maximal effect; % of control where 0% means no effect; nearly all actives have a fitted effect of over 45% in size
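H1299 (p53-null), stable ts p53-A138V + BP100-Luc; 1000 cells/well, Opti-MEM/10% FBS; cpd 4 pt, 1:5; 24 h, 37 deg C, 5% CO2; detection reagent 10 min RT; luminescence.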
ELG1 genotox: induces genotoxicity in HEK293T cells with luciferase-tagged ELG1; HEK293T ELG1-luciferase reporter, luminescence, 16 h; Potency, µM (highest dose often 46 µM), without a hit: at the highest dose activity change, positive = activation, usual class: activators; hit rate 1.3% among 330,000; AID 504466; also: potency is read from the fitted curve at half-maximal effect; % of control where 0% means no effect; nearly all actives have a fitted effect of over 60% in size
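HEK293T cells expressing luciferase-tagged ELG1 were treated with compound or DMSO for 16 hr at 37°C. Luciferase activity was then read after 30 min with ONE-Glo at room temperature; rising signal flags genetic stress.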
* = called active by the depositor; ? = inconclusive; . = no result given; [ ] = remark or other dose. Unless noted, calls follow the shape of the dose curve; as a rule, active = well fitted curve in the direction sought with a large enough effect; inconclusive = small, poorly fitted or top-dose-only effect, or another doubt; inactive = no such curve, though single readings can be large; an effect the other way counts as inactive or inconclusive.

SMILES	USP2a block	ASM inhibitor	BRCA1 expr act	TSG101-PTAP inh	Eya2 phos inh	a7 integrin act	TRPV1 agonist	B2AR arrestin	uPA surface inh	p53 reactivation	ELG1 genotox
C=CCSc1nnc(-c2cccnc2)o1	4%	3%	9%	-3%	-2%	23%	1	0.2%	-5%	6%	?
CN1C(=O)c2ccccc2C(C(=O)NCCCN2CCCC2=O)C1c1c[nH]c2ccccc12 (stereo not drawn)	2%	-1%	-8%	-3%	-23%	-6%	0	0.1%	12%	0%	-5%
O=C(Cc1cccs1)N/N=C/C(Br)=C/c1ccccc1	1%	-2%	5µM*	.	-11%	-27%	1	0.0%	7%	14%	?
CCC(=O)Nc1nonc1-c1nc2ccccc2n1Cc1ccccc1	4%	-12%	-38%	0%	-1%	10%	4	-1.3%	-3%	-5%	5%
CCCCCn1c(=O)[nH]c2cc(C(=O)NC3CCN(Cc4ccccc4)CC3)ccc2c1=O	.	34%[activator]	8%	0%	.	-8%	.	.	1%	.	.
COc1ccc(N2CCN(CCCNC(=O)c3ccc(CS(=O)(=O)c4ccc(OC)cc4)o3)CC2)cc1	1%	1%	7%	-2%	-4%	?	10	0.0%	-12%	0%	-14%
COC(=O)CSc1nc2ccc(C)cc2[nH]1	-2%	2%	4%	-1%	2%	4%	0	0.1%	-1%	0%	1%
CC(=O)NC(c1cccs1)c1cc(Cl)c2ccccc2c1O (stereo not drawn)	0%	140%[activator]	-23%	0%	-17%	.	-1	-2.5%	-1%	-5%	-2%
CC(=O)N1CCN(C(=O)CNC(=O)c2cccs2)CC1	1%	-3%	2%	-6%	3%	7%	2	-0.4%	?	8%	-2%
CCCCc1c(C)nc2c(OC)cccc2c1SCC(=O)O	-1%	0%	-1%	-2%	7%	1%	2	-0.2%	0%	0%	0%
O=C1NCCOC(=O)[C@H](Cc2ccc(F)cc2)CC/C=C/C[C@H]1CC(=O)N(CCO)Cc1ccccc1	0%	0%	7%	.	1%	-5%	.	0.0%	11%	-4%	-4%
CCCSc1nnc(C(C)C)n1N	0%	2%	3%	-2%	8%	-5%	-3	0.3%	.	-3%	3%
COc1ccc(NC(=O)CCc2nnc3ccc(N4CCN(c5cccc(OC)c5)CC4)nn23)cc1	1%	-8%	1%	-5%	7%	8%	-1	0.2%	7%	0%	-9%
CC(C)Oc1ccc(C(=O)Nc2ccc(N3CCN(C(=O)c4ccco4)CC3)cc2)cc1	1%	0%	-16%	-1%	0%	-1%	13	-0.2%	0%	-2%	-10%
OC(c1nc2ccccc2[nH]1)C(O)c1nc2ccccc2[nH]1 (stereo not drawn)	3%	0%	-14%	1%	-4%	5%	-1	-2.1%	-2%	.	0%
Cc1nnc(SCC(=O)Nn2cnnc2)s1	-2%	4%	11%	0%	-2%	15%	4	-0.8%	4%	-3%	0%
Cc1ccc(C(=O)OCC(=O)Nc2c(C)n(C)n(-c3ccccc3)c2=O)cc1[N+](=O)[O-]	2%	0%	-20%	0%	-18%	15%	-3	-0.2%	1%	1%	-1%
COC(=O)[C@]1(C)N[C@H](CN(C)S(=O)(=O)c2ccc(-c3ccccc3)cc2)[C@@H]2C(=O)N(C)C(=O)[C@@H]21	0%	-6%	-1%	2%	0%	-5%	.	-0.5%	12%	1%	2%
Cn1c(Cn2c(=O)sc3ccccc32)nnc1SCC(=O)N1CCOCC1	0%	1%	1%	-2%	-2%	2%	-1	-0.5%	4%	-2%	5%
CCN(CC(=O)Nc1ccc(NC(C)=O)cc1)C(=O)c1ccc2c(c1)S(=O)(=O)N=C1CCCCCN12	0%	-4%	-18%	0%	2%	7%	-1	-0.1%	-5%	1%	-10%
CN(CC(=O)Nc1ccc(F)cc1)C(=O)COc1ccc([N+](=O)[O-])cc1Cl	7%	0%	-8%	0%	-20%	-14%	11	-1.1%	-5%	1%	0%
CN(C)c1ccc(N2C(=NC(=O)CCc3ccccc3)SC3CS(=O)(=O)CC32)cc1 (stereo not drawn)	-3%	-5%	2%	-3%	3%	13%	15	-1.5%	-5%	-3%	2%
C/C(=N\NC(=S)Nc1cccc(C)c1)c1ccccc1	-4%	-8%	59%	-9%	-18%	-2%	5	3.8%	0%	13%	1%
Cc1sc2c(c1C)c(=O)n(-c1ccccc1)c(=O)n2CC(=O)NCC1CCCO1 (stereo not drawn)	1%	0%	-2%	-1%	5%	9%	1	0.2%	-14%	0%	0%
Cc1oc(-c2ccccc2F)nc1CS(=O)(=O)CC(=O)NCCCN1CCN(C)CC1	0%	-1%	12%	-7%	0%	14%	-1	0.1%	8%	-13%	1%
NCCNC[C@@H]1COC2(CCCCCCCCCCC2)O1	2%	-1%	-56%	-7%	1%	0%	10	-0.7%	-11%	-4%	0%
O=C(O)c1ccc(N=C2SCC(=O)N2Cc2ccccc2)cc1	-1%	1%	-4%	2%	1%	15%	0	-0.6%	0%	4%	4%
Cc1onc(-c2c(F)cccc2Cl)c1C(=O)Nc1cccc(S(=O)(=O)N2CCOCC2)c1	2%	0%	-44%	-6%	-24%	-3%	.	-0.9%	3%	-10%	-8%
COC(=O)c1ccccc1NC(=O)CSc1n[nH]c(-c2cccnc2)n1	2%	-3%	0%	-2%	3%	5%	-1	-1.0%	1%	-2%	-4%
O=C(OCCN1CCOCC1)c1ccc(Cl)cc1Cl	4%	-1%	25%	-1%	13%	0%	-5	-0.1%	3%	.	9%
COc1cccc(OC)c1NC(=O)CN(C)S(=O)(=O)c1ccc2c(c1)OCCO2	3%	-4%	-17%	-5%	0%	-16%	-2	0.4%	4%	2%	-3%
COc1cccc2c1OCC(C(=O)NCc1ccc(Cl)cc1Cl)=C2	2%	-9%	9%	-1%	-5%	6%	-2	0.1%	2%	7%	0%
C=CCSc1nnc(-c2cccc3ccccc23)o1	-1%	-2%	16%	-1%	-4%	.	.	-0.2%	7%	10%	0%
CC(=O)Nc1ccc(S(=O)(=O)NNC2=NS(=O)(=O)c3ccccc32)cc1	3%	2%	-5%	0%	-2%	?	-8	-0.1%	2%	1%	3%
CCCCNC(=S)N(C)/N=C/c1ccc(F)cc1	-6%	-4%	-31%	-1%	-14%	13%	-9	-2.4%	4%	7%	-5%
Cc1cc(Nc2c(C#N)c(N)nn2C)ccc1F	5%	4%	7%	0%	13%	8%	-1	0.2%	11%	-1%	2%

Part of the list above in order of formula weight, falling.
SMILES	USP2a block	ASM inhibitor	BRCA1 expr act	TSG101-PTAP inh	Eya2 phos inh	a7 integrin act	TRPV1 agonist	B2AR arrestin	uPA surface inh	p53 reactivation	ELG1 genotox
Cc1onc(-c2c(F)cccc2Cl)c1C(=O)Nc1cccc(S(=O)(=O)N2CCOCC2)c1	2%	0%	-44%	-6%	-24%	-3%	.	-0.9%	3%	-10%	-8%
Cc1oc(-c2ccccc2F)nc1CS(=O)(=O)CC(=O)NCCCN1CCN(C)CC1	0%	-1%	12%	-7%	0%	14%	-1	0.1%	8%	-13%	1%
CC(=O)Nc1ccc(S(=O)(=O)NNC2=NS(=O)(=O)c3ccccc32)cc1	3%	2%	-5%	0%	-2%	?	-8	-0.1%	2%	1%	3%
O=C(O)c1ccc(N=C2SCC(=O)N2Cc2ccccc2)cc1	-1%	1%	-4%	2%	1%	15%	0	-0.6%	0%	4%	4%
NCCNC[C@@H]1COC2(CCCCCCCCCCC2)O1	2%	-1%	-56%	-7%	1%	0%	10	-0.7%	-11%	-4%	0%

Remaining list, next part
SMILES	USP2a block	ASM inhibitor	BRCA1 expr act	TSG101-PTAP inh	Eya2 phos inh	a7 integrin act	TRPV1 agonist	B2AR arrestin	uPA surface inh	p53 reactivation	ELG1 genotox
CCOc1ccccc1C1C2CCCCC2(O)CCN1C(=O)c1cccs1 (stereo not drawn)	-7%	0%	1%	-2%	-7%	19%	-4	?	5%	?	0%
O=c1c(-c2ccc(O)cc2)coc2c(C3O[C@H](CO)[C@@H](O)[C@H](O)[C@H]3O)c(O)ccc12 (stereo partly drawn)	2%	15%	2%	1%	8%	-7%	-2	-1.1%	-6%	4%	1%
Cc1ccccc1COc1ccc(-c2nn[nH]n2)cc1	-5%	9%	96%	-3%	2%	-30%	-3	-0.6%	-1%	4%	9%
CCn1c(C)nc2cc(-c3nnc(-c4c(-c5ccccc5)noc4C)o3)ccc21	3%	-8%	-39%	-4%	-5%	-24%	8	-0.2%	-15%	-5%	-7%
